Screening data as filed in PubChem BioAssay.
PNC assembly inh: perinucleolar compartment assembly inhibition | PC3M PTB-GFP, PNC prevalence imaging, 16 h; active compounds read low | activity change (PNC), negative = inhibition, % at 10 µM | actives 3.1% (n = 140,000) | AID 2417;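 active = readout at or below -70, meaning at least 70% loss of cells showing the perinucleolar compartment, a nuclear body marking cancer cells; inconclusive = readout between -30 and a set limit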;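 note: plate controls were DMSO wells for no effect and camptothecin positive control wells for full effect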
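Compounds are pinned in duplicate onto adhered PC3M cells stably expressing GFP-tagged PTB and incubated 16 h at 37 C. Cells are then fixed, nuclei stained with Hoechst, and PNC-positive cells counted.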
IMPase inh: IMPase inhibition in cells | CHO-M1 cells, IP1 accumulation, HTRF TR-FRET ratio | inhibition (IP1 accumulation), % at 46.1 µM | 120,000 tested, under 10 active | AID 901; active = well fitted curve in the direction sought with a large enough effect in the signal ratio, not every such curve was filed as active; inconclusive = small, poorly fitted or top-dose-only effect, or a change in a side signal; inactive = no such curve, though single readings can be large or run the other way; the % refers to the signal ratio;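 note: cells stimulated with carbachol in lithium chloride buffer; plate controls were DMSO basal wells for no effect and reference inhibitor wells for full effect; higher means more IMPase inhibition seen as more IP1 and lower FRET ratio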
Target sequence (P97697 whole entry, looked up): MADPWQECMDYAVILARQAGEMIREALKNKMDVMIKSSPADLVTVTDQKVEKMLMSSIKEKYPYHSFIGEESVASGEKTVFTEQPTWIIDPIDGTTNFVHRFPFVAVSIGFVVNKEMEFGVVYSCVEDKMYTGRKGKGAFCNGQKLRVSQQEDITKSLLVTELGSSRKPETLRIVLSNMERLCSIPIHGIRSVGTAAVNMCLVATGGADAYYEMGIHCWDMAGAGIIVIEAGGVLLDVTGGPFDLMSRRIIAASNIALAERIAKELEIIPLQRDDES
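Carbachol-driven Gq signalling in CHO-M1 cells (2000/well) generates IP1. Compounds that block IMPase raise IP1 and so reduce the FRET signal from Eu-anti-IP1 and d2-IP1 after a 10 min room-temperature lysis.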
15-hLO-2 inh: inhibitors of human 15-lipoxygenase 2 (ALOX15B); O15296; purified 15hLO-2, xylenol orange hydroperoxide absorbance; Potency, µM (doses to about 57.1 µM), without a hit: at the highest dose activity change, negative = inhibition, hits mostly inhibitors; actives 0.56% (n = 110,000); note: potency is the fitted concentration of half-maximal effect; nearly all actives have a fitted effect of over 60% in size; many of its hits are not listed in these tables
Target sequence (O15296 whole entry, looked up): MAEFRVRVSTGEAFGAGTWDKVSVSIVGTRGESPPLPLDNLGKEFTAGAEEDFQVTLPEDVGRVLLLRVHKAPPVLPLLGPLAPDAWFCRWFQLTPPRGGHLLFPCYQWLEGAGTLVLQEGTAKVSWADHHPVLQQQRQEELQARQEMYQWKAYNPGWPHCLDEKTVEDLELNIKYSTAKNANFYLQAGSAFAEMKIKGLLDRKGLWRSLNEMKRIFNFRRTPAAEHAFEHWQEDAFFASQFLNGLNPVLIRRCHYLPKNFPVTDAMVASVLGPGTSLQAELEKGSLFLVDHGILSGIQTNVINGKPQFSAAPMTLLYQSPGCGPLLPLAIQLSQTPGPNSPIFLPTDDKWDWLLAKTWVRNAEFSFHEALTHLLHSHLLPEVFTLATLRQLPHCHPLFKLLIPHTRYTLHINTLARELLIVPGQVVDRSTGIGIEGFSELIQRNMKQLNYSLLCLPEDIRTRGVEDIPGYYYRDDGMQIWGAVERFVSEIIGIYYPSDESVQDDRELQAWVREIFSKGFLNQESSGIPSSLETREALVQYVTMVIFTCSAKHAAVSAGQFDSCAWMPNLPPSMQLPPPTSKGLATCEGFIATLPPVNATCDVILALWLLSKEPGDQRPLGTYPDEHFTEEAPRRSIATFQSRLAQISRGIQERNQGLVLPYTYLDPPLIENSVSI
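Enzyme 50 nM, AA 45 uM, 25 mM Hepes pH 7.5 + 0.01% Triton X-100; cpd preinc 15 min RT, rxn 90 min RT; stop/detect with 200 uM XO + 300 uM Fe(II) in 50 mM H2SO4, 30 min; A573/A405.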
12-hLO inh: inhibitors of human 12-lipoxygenase (ALOX12). purified 12-hLO, xylenol orange hydroperoxide absorbance. Potency, µM (highest dose often 57.1 µM), for the others: top-dose activity change, negative = inhibition, actives largely listed as inhibitors. actives 0.12% (n = 150,000). AID 1452; note: potency is the fitted concentration of half-maximal effect; nearly all actives have a fitted effect of over 55% in size; many of its hits are not listed in these tables
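Purified human 12hLO (150 nM), preincubated 15 min with compound, then 40 uM arachidonic acid for 30 min, room temperature, Hepes pH 7.0 with 0.01% Triton X-100. Hydroperoxide detected by ferrous iron/xylenol orange; 573/405 nm absorbance ratio gives reaction progress.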
The depositor's hits bear a star; ? = inconclusive; / = no result given; [ ] = another dose, or the depositor's remark. Unless noted, calls come from the whole dose curve; as a rule, active = well fitted curve in the direction sought with a large enough effect; inconclusive = small, poorly fitted or top-dose-only effect, or another doubt; inactive = no such curve, though single readings can be large; an effect the other way counts as inactive or inconclusive. Unless noted, % is set by controls: 0 for no effect and ±100 for the full control effect.

SMILES	PNC assembly inh	IMPase inh	15-hLO-2 inh	12-hLO inh
Nc1cc(N)nc(SCC(=O)N2CCc3ccccc32)n1	30	-1	0%	-5%
O=C(O)C1=CC(=C(c2ccc(O)c(C(=O)O)c2)c2ccc(O)c(C(=O)O)c2)C=CC1=O	/	?	7.9µM*	?
O=C(NCCCCNC(=O)c1cccs1)c1cccs1	-114*	/	/	2%
CC1Cc2ccccc2N1C(=O)CN1C(=O)C(=O)N(Cc2ccccc2)C1=O (stereo not given)	5	3	-6%	-2%
CCNc1nc(NC(C)(C)C)nc(SC(C(C)=O)C(C)=O)n1	6	-8	9%	-29%
COc1cc(/C=N/OCC(=O)Nc2ccc(OC(F)F)cc2)ccc1OCc1ccccc1	-6	/	/	2%
COc1ccc(NC2=NCC(=O)N2Cc2cccs2)cc1	40	5	5%	-4%
COc1ccc(-c2nc(CS(=O)CC(=O)NCc3ccc(Cl)cc3)c(C)o2)cc1 (stereo not given)	-1	-9	-1%	-6%
CC(C)=CCOc1ccc(/C=C/C(=O)c2ccc(OCC=C(C)C)cc2OCC(=O)O)cc1	/	/	?	-21%[0.00818 µM]
CCN(C(C)=O)c1cccc2ccccc12	?	-1	-3%	5%
COc1ccc(S(=O)(=O)N(C)C)cc1NC(=O)[C@H](Cc1ccccc1)N1C(=O)c2ccccc2C1=O	?	12	/	-4%
O=c1cc(CNCCCO)c2ccccc2[nH]1	6	-3	5%	1%
CCCn1c(CN2CCN(C)CC2)nc2ccccc21	-7	20	24%	7%
O=C(OCc1nnc(-c2ccccc2)o1)c1cc(S(=O)(=O)N2CCOCC2)c(Cl)cc1Cl	?	4	-7%	2%
Nn1c(=O)c2ccccc2n2c(SCc3ccccc3)nnc12	?	-3	2%	-2%
O=P(O)(O)COc1ccccc1P(=O)(c1ccccc1)c1ccccc1	-4	9	-1%	1%
CCSc1nnc(NC(=O)Cc2cccc(OC)c2)s1	6	1	-5%	-7%
COc1ccc(-c2nnc(NC(=O)C3=COCCO3)o2)cc1	34	/	/	-3%
COC(=O)CN(c1cc(C(F)(F)F)ccc1Cl)S(C)(=O)=O	4	4	5%	-5%
Cc1cc(N2CCN(C(c3ccccc3)c3ccccc3)CC2)n2ncnc2n1	23	10	3%	-3%
Cc1c(C(=O)Nc2cccc(Cl)c2)c2ccccn2c1CCc1ccncc1	-18	?	/	1%
COCn1c(COc2ccccc2)nc2ccccc21	8	7	6%	0%
O=C(N/N=C/c1c[nH]c2ccccc12)c1cc(-c2ccccc2)n[nH]1	-26	/	/	-1%
CCOc1cccc(/C(O)=C2/C(=O)C(=O)N(CCOC)C2c2ccco2)c1 (stereo not given)	49	-2	10%	7%
O=C(NCC1CCCO1)c1cccc(NC(=O)c2ccco2)c1 (stereo not given)	22	-2	-1%	5%
CCCCNc1nc(-c2ccccc2)cc(C(F)(F)F)c1C(N)=O	-5	?	/	-12%
Cc1ccc(C(=O)Nc2ncc(C)s2)o1	31	-4	7%	-1%
CC(=O)OC1CC[C@]2(C)C(CC[C@@]3(C)C2C(=O)C=C2C4C(C)C(C)CC[C@@]4(C(=O)O)CCC23C)C1(C)C (stereo not given in full)	/	/	-27%	0%
NCCS(=O)O	/	2	10%	-6%
CCCCSc1cnn(-c2ccccc2)c(=O)c1SCCCC	-81*	?	/	-3%
Cc1nc(NC2CCCCC2)c2nc(-c3ccccc3)n(CCN3CCCC3)c2n1	/	/	56%[activator]	-8%
O=C(NC1CCCCC1)C(c1cccnc1)N(C(=O)CCl)c1ccccc1Cl (stereo not given)	-21	/	/	-2%
Cc1ccc(CCNC(=O)C2CCN(S(=O)(=O)c3cccc4nonc34)CC2)cc1	?	-4	-7%	-3%
[O-]/[N+](=C\c1ccc(F)cc1)c1ccccc1	-19	3	?	-8%
CC1=C(C(=O)OCC2CCCO2)C(c2ccccc2)NC(=O)N1 (stereo not given)	25	8	-5%	-3%
CC1CCN(S(=O)(=O)c2ccc(Cl)cc2Br)CC1	?	1	2%	-6%
CC(C)(C)C(=O)OCOC(=O)[C@@H]1N2C(=O)[C@@H](N=CN3CCCCCC3)[C@H]2SC1(C)C	/	2[20.6 µM]	3%[25.6 µM]	-2%[25.6 µM]
CSC1=NCCN1C(=O)c1ccc(S(=O)(=O)N2CCCCC2)cc1	3	7	-2%	2%
Cc1cccc(NC(=O)C(=O)NCCCc2ccccc2)c1	-3	/	/	-4%
COc1ccc2nc(Nc3nc4cc5c(cc4s3)OCCO5)sc2c1	5	-10	/	-4%
O=c1[nH]c2c(n(C3CCCCC3)c1=O)CCC2	-13	-2	-1%	-6%
CC(C)n1c(-c2cccs2)nc2ccccc21	-26	-1	/	-4%
COC(=O)c1[nH]c2cc(OC)ccc2c1NC(=O)CCN1CCCCC1	-3	12	1%	0%
CC(C)(C)SCCNS(=O)(=O)c1ccc2ccccc2c1	14	4	-11%	-23%
O=C(NCCc1c[nH]c2ccccc12)C(=O)NCC1OCCN1S(=O)(=O)c1ccc(F)cc1 (stereo not given)	50	/	/	-1%
CSc1nnc2n(C3CCCCC3)c(=O)c3c4c(sc3n12)CCCC4	-29	10	1%	-3%
CCCc1n[nH]c2c1C(=O)C(C(=O)OC)C(C)(C)C2 (stereo not given)	-3	-10	12%	-4%
COc1ccc(C(=O)Oc2coc(CSc3nnc(NC(=O)c4cccs4)s3)cc2=O)cc1	?	/	/	1%
COC(=O)c1ccc(-n2c(C)cc(C(=O)COC(=O)CNS(=O)(=O)c3ccc(C)cc3)c2C)cc1	-2	/	/	-2%
COc1cccc(-c2cc(C(=O)Nc3cc(C)on3)no2)c1	-12	-10	-5%	-7%
COc1ccc(C(=O)C2C(c3ccc(-c4ccccc4[N+](=O)[O-])o3)NC(=O)NC2(O)C(F)(F)F)cc1 (stereo not given)	?	1	/	-3%
CCOC(=S)SCC(=O)N1CCc2cc(OC)ccc2C1C1C(=O)CCCC1=O (stereo not given)	-99*	2	/	2%
CCCCC(=O)Nc1nc2c(OC)ccc(OC)c2s1	1	-1	-2%	3%
O=C(NC(=S)Nn1cnc2c(cnn2-c2ccccc2)c1=O)c1ccc(Cl)cc1	?	-2	/	11%
Cc1ccc(C(C(=O)NCc2ccccc2)N(C(=O)c2csnn2)c2cccc3ccccc23)o1 (stereo not given)	19	21	-21%	-15%
C=C(Cl)COc1cc(C)cc2oc(=O)cc(CC)c12	25	-2	-8%	-12%
O=C(NCc1ccncc1)C1CCN(S(=O)(=O)Cc2ccccc2)CC1	36	-2	-10%	5%
C=CCn1c(SCC(=O)Nc2cc(C)on2)nc2sc(CC)cc2c1=O	-4	-1	-25%	4%
O=C(NC(=S)NC1CCSC1=O)c1ccccc1 (stereo not given)	12	/	/	-1%
N/C(=N\OC(=O)COc1ccccc1Cl)c1ccc(Cl)cc1	-2	-13	/	-1%
Later entries:
SMILES	PNC assembly inh	IMPase inh	15-hLO-2 inh	12-hLO inh
Cc1cc(NC(=O)CCCN2C(=O)c3cccnc3C2=O)no1	-12	-6	-1%	9%
Cc1ccc2c(CC(=O)Nc3c(C)n(C)n(-c4ccccc4)c3=O)coc2c1	-7	0	-5%	-5%
Cc1ccc2cccc(SCC(=O)NCC#N)c2n1	2	/	/	-6%
CCc1ccc(NC(=O)C(=O)N/N=C(\C)CC(=O)Nc2ccccn2)cc1	?	-9	/	2%
CCOc1ccc(C(=O)NC(=S)Nc2ccccc2N2CCC(C)CC2)cc1[N+](=O)[O-]	?	0	/	-2%
CCOC(=O)c1nnn(-c2nonc2N)c1CNc1ccc(C)c(Br)c1	-2	21	-9%	-17%
O=C(CSc1ccccn1)N/N=C/C=C/c1ccccc1	3	?	/	8%
COC(=O)c1cc(NS(=O)(=O)c2ccc(N3CCOCC3)c([N+](=O)[O-])c2)cc(C(=O)OC)c1	-6	/	/	-3%
CC(=O)c1ccc(OCC(O)CN2C(C)(C)CC(O)CC2(C)C)cc1 (stereo not given)	?	5	2%	1%
Cn1cccc1C(=O)N1CCC[C@@]2(CCN(c3ncccn3)C2)C1	/	/	-4%	1%
O=C(COc1ccc(Cl)cc1)NCc1nnc(SCC(=O)NC2CCCCC2)o1	?	-2	7%	-2%
CCCCSc1nc2c(c(=O)[nH]1)CCC2	35	4	-3%	0%

One compound at a time (already shown).
CCOC(=S)SCC(=O)N1CCc2cc(OC)ccc2C1C1C(=O)CCCC1=O (stereo not given) is listed as PNC assembly inh: -99*; IMPase inh: 2; 15-hLO-2 inh: /; 12-hLO inh: 2%
O=C(NCCCCNC(=O)c1cccs1)c1cccs1 is listed as PNC assembly inh: -114*; IMPase inh: /; 15-hLO-2 inh: /; 12-hLO inh: 2%
COC(=O)c1[nH]c2cc(OC)ccc2c1NC(=O)CCN1CCCCC1 is listed as PNC assembly inh: -3; IMPase inh: 12; 15-hLO-2 inh: 1%; 12-hLO inh: 0%

Other entries.
SMILES	PNC assembly inh	IMPase inh	15-hLO-2 inh	12-hLO inh
Cc1cc(C)nc(N2CCCC(C(=O)NCc3cccc(C(F)(F)F)c3)C2)n1 (stereo not given)	-10	4	11%	-6%
Cn1nc(C(=O)Nc2cccnc2)c2ccccc2c1=O	-4	-6	3%	-4%
CCn1c(COc2c(C)cccc2C)nnc1SCC(=O)N1CCN(c2ccccc2)CC1	22	1	0%	-3%
COc1ccc2[nH]c3c(c2c1)CCn1c-3nc2ccccc2c1=O	?	6	-19%	-5%
CC1c2nc3ccccc3n2C(CC(=O)NCc2ccccn2)C(=O)N1Cc1ccccc1 (stereo not given)	27	0	4%[2.29 µM]	-5%
C/C(=N\NC(=O)c1ccc(Br)cc1)c1ccccc1	75	1	-9%	-8%
O=C(Oc1ccc(N2C(=O)CCC2=O)cc1)c1ccccc1	1	-6	/	-3%
Cc1nn(Cc2ccc(Cl)cc2)c(=O)n1N(C)c1ncc(C(F)(F)F)cc1Cl	7	4	0%	-2%
Cc1cc(Cl)ccc1NC(=S)NCc1ccc(Cl)cc1	2	6	-17%	-3%
C/C(=N\Nc1cc(Cl)nc(C)n1)c1ccc(Cl)c(Cl)c1	?	-11	4%	9%
O=S(=O)(NCc1cccnc1)c1ccc(Cl)nc1	5	2	-1%	4%
Cc1cc(C)nc(SCC(=O)Nc2ccc(S(=O)(=O)NC(C)(C)C)cc2)n1	-16	5	-1%	1%
COc1ccccc1C1SCCN1S(=O)(=O)c1cccc(C(F)(F)F)c1 (stereo not given)	7	21	-6%	-8%
CCC1Oc2ccc(C)cc2N(CC(=O)NCCCN2CCN(Cc3ccccc3)CC2)C1=O (stereo not given)	?	12	5%	6%
CC12CCC(C(=O)N(NC(=O)c3ccccc3Cl)C1=O)C2(C)C (stereo not given)	55	/	/	2%
COc1ccc(N(CCCN2C(=O)c3cccc4cccc(c34)C2=O)C(=O)c2cccs2)cc1	31	/	/	-1%
Cc1ccc(N(C)S(=O)(=O)c2ccc(C)cc2)cc1	-29	6	-10%	4%
O=C(Nc1c(C(=O)N2CCCCC2)cnn1-c1ccccc1)c1ccco1	-14	13	2%	2%
CCc1cc2c(=O)c(-c3nc4ccccc4n3C)c(COCC(=O)O)oc2cc1OC(=O)C(C)(C)C	?	-2	-1%	-21%
Cc1cc(-c2ccccc2)n2ncc(-c3ccccc3)c2n1	?	/	/	1%
Cc1cccc(Cn2c(NCC(C)O)nc3c2c(=O)n(C)c(=O)n3C)c1 (stereo not given)	13	2	-8%	-7%
Cc1c(NC(=O)C(C#N)=C2CCCCC2)c(=O)n(-c2ccccc2)n1C	22	-5	-2%	-4%
Cc1ccc(S(=O)(=O)n2cc(-c3ccccc3)c(N)n2)cc1	-14	2	2%	-22%
Cc1ccc(C)c(-c2cc(C(=O)NNC(=S)NCC(C)C)c3ccccc3n2)c1	17	2	/	-30%
COc1cc(OC)c(-n2c(C)cc(C=O)c2C)cc1Cl	13	6	-1%	3%

Not all compounds are listed; the hit share may differ from the screen's.
